# Compound activity deposited in PubChem BioAssay by NMMLSC.
# Bcl-XL Bim block – inhibitors of Bim-Bcl-XL interaction, human | Bim peptide-Bcl-XL binding, bead flow cytometry, fluorescence | Q07817 | hit rate 0.04% among 190,000 | inhibition, % at 10 µM | AID 1007
# Target sequence (Q07817 whole entry, looked up): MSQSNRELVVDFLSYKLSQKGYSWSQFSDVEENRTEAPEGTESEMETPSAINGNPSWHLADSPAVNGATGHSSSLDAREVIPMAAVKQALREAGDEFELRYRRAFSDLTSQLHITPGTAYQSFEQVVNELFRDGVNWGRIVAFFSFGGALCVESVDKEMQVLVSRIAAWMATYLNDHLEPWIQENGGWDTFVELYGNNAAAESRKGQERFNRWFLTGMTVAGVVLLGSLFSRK
# ABCB1 block – human ABCB1 inhibition, ABCG2 as counter-screen; P08183; CCRF-Adr cells, JC-1 efflux, flow cytometry; inhibition, % at 6.6 µM; hit rate 0.067% among 190,000; AID 1326; in the data active = inhibition above about 40%;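 also: 0% = vehicle and 100% = reference inhibitor; higher value means more JC-1 retained so stronger ABCB1 efflux block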
# ABCG2 inh – human ABCG2 inhibition, ABCB1 as counter-screen | Q9UNQ0 | IgMXP3 cells, JC-1 efflux, flow cytometry | inhibition, % at 6.6 µM | hit rate 0.1% among 190,000 | AID 1325;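 active = inhibition above 80%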;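 also: 0% = DMSO and 100% = nicardipine control wells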
#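 Read-out basis: Efflux inhibition in percent versus controls | Test system: ABCG2 IgMXP3 and barcoded ABCB1 CCRF-Adr cell mix | Quantity: 3 million cells/mL in well | Schedule: 10 min at 25 °C | Control set: Nicardipine as high control, DMSO as low control | Reagent: JC-1 as fluorescent efflux pump substrate | Signal: Flow cytometry of retained JC-1 fluorescence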
# RGS8-Gao – human RGS8-Galphao interaction regulation; P09471; multiplexed bead flow cytometry, RGS8-Galphao binding; actives lie on both sides; response (percent of control binding), % at 10 µM; hit rate 0.34% among 220,000; AID 1423; in the data active = response below about 60% or above about 140%; inactive = in between;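 also: Galphao activated as the GDP aluminium fluoride complex binding bead-coupled RGS8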
# Bim-Mcl-1 – inhibitors of Bim-Mcl-1 interaction, human. Q07820. Bead-based flow cytometry, Bim peptide-Mcl-1 binding. inhibition, % at 10 µM. hit rate 0.1% among 190,000;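 also: 0% = no compound tracer wells and 100% = peptide blocker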
# Target sequence (Q07820 whole entry, looked up): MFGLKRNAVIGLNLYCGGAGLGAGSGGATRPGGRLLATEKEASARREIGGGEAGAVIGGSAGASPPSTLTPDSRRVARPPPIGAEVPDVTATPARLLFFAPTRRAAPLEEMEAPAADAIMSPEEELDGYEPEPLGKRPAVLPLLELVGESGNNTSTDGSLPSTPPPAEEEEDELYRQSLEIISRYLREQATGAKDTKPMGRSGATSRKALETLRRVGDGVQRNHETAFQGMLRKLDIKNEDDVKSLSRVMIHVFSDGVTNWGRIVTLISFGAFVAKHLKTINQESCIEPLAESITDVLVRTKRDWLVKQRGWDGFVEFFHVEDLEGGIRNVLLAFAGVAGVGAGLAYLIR
# RGS4-Gao reg – modulates binding of RGS4 to human Galphao. P09471. Multiplexed bead flow cytometry; actives lie on both sides. binding response (% of control), % at 10 µM. hit rate 0.33% among 220,000. AID 1415; in the data active = binding response below about 49% or above about 150%; inactive = in between;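 also: fluorescent Galphao activated with aluminum fluoride binding bead-coupled RGS4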
# Bcl-B Bim block – inhibitors of Bim-Bcl-B interaction, human; Q9HD36; bead-based flow cytometry, Bim peptide-Bcl-B binding; inhibition, % at 10 µM; hit rate 0.073% among 190,000;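 also: 0% = tracer peptide without compound and 100% = reference inhibitor peptide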
# Target sequence (Q9HD36 whole entry, looked up): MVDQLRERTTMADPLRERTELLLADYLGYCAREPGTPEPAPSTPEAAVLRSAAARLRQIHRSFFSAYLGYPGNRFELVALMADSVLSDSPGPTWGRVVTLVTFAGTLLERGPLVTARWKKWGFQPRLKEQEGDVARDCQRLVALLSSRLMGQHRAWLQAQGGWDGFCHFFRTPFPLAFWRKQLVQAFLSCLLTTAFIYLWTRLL
# Bim-Bcl-W – human Bim-Bcl-W interaction inhibition | Q92843 | bead-based flow cytometry, Bim peptide-Bcl-W binding | inhibition, % at 10 µM | hit rate 0.02% among 190,000;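 also: 0% = bound tracer without compound and 100% = peptide blocker; higher means less fluorescent Bim peptide bound to Bcl-W beads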
# Bim-Bfl-1 – disrupts Bim binding to human Bfl-1 | Q16548 | Bead-based flow cytometry, Bim-Bfl-1 binding inhibition | inhibition, % at 10 µM | hit rate 0.12% among 190,000;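 also: 0% = wells without compound plus tracer and 100% = blocker peptide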
# RGS7-Gao reg – regulators of human RGS7-Galphao interaction. hit rate 0.35% among 220,000. P09471. binding response (% of control), % at 10 µM. Multiplexed bead flow cytometry, RGS7-Galphao binding; actives lie on both sides; in the data active = binding response below about 49% or above about 150%; inconclusive = no clear call, values can overlap the other calls; inactive = in between;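 also: fluorescent Galphao held in activated GDP-AlF4 state binding bead-coupled RGS7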
# Bcl-2 Bim block – inhibitors of Bim-Bcl-2 interaction, human; P10415; AID 950; inhibition, % at 10 µM; hit rate 0.06% among 190,000; Bead-based flow cytometry, Bim peptide-Bcl-2 binding; in the data active = inhibition above about 40%; inconclusive = no clear call, values can overlap the other calls;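 also: 0% = no compound wells with probe peptide and 100% = reference peptide inhibitor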
# Target sequence (P10415 whole entry, looked up): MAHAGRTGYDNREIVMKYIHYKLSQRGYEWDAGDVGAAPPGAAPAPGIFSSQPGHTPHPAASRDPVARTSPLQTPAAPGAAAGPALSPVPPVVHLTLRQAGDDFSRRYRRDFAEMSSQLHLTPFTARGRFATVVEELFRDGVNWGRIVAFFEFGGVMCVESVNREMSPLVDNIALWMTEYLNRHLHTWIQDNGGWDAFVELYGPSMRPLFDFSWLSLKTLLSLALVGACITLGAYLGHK
# Numbers without * were called inactive; ? = inconclusive. Rule as the data show it, unless noted: active = inhibition above about 40%. Not a hit list; overall some 0.94% were active at least once.
SMILES	Bcl-XL Bim block	ABCB1 block	ABCG2 inh	RGS8-Gao	Bim-Mcl-1	RGS4-Gao reg	Bcl-B Bim block	Bim-Bcl-W	Bim-Bfl-1	RGS7-Gao reg	Bcl-2 Bim block
O=C(NCc1nc(-c2ccccc2)no1)c1ccc(Br)o1	-1	0.7	6	102	0	103	-4	3	-5	103	-5
O=C(O)c1ccccc1OCc1ccccc1Br	-2	-0.4	-1	100	2	99	1	0	-4	98	0
NC(=O)CSc1nnc(-c2ccc([N+](=O)[O-])cc2)o1	1	0.0	1	102	4	99	0	3	0	101	5
O=C(Nc1ccncc1)Nc1ccncc1	1	0.0	0	101	0	100	-3	0	-5	102	-2
COc1ccc(CSCC(=O)N/N=C/c2ccc(OCC(=O)N3CCCCC3)cc2)cc1	-1	0.4	10	102	0	101	0	0	-2	103	-2
N[C@@H](Cc1ccccc1)c1nnc(SCc2ccccc2F)o1	0	1.4	8	109	0	107	-4	0	-6	108	-1
Cc1ccc(S(=O)(=O)C2(C(=O)N3CCN(c4cc(C)ccc4C)CC3)CC2)cc1	-3	0.8	1	101	-3	100	-7	-5	-6	102	-4
COc1ccc(NS(=O)(=O)c2cc(NC(=O)c3ccc(=O)[nH]c3)ccc2N2CCOCC2)cc1	-1	-0.1	4	100	0	99	-2	-1	-5	102	-9
C/C(=N\N=C1\NC(=O)C(CC(=O)Nc2ccc(Cl)cc2)S1)c1ccco1 (stereo unspecified)	0	-0.8	-1	99	1	95	0	1	-2	?	-2
COc1ccc(/C=C/C(=O)NC(=S)Nc2ccc(S(=O)(=O)Nc3ccc(OC)nn3)cc2)cc1	3	-0.9	-6	103	5	105	13	4	11	110	9
C=CCSc1nnnn1-c1ccc(OC)cc1	-7	0.3	3	97	-5	108	-1	-1	-3	105	-3
CC(C)(C)NC(=O)C1N(c2cccnc2)C(=O)C2C(C(=O)Nc3ccccc3)C3(C)C=CC21O3 (stereo unspecified)	0	0.1	0	102	-2	102	-6	3	-10	99	-4
CCCCN1C(=O)C(O)(CC(=O)c2c(C)n[nH]c2C)c2cc(Br)ccc21 (stereo unspecified)	-2	-5.6	-5	101	0	97	-32	2	9	97	0
CN(CCOCCOc1ccc(Cl)cc1Br)Cc1ccccc1	-4	-0.5	-1	101	-4	100	-4	1	0	107	-4
COc1cc(C#N)ccc1OCC(=O)NCc1cccs1	-2	0.6	4	102	0	105	0	0	1	100	1
Cc1cc(C(=O)N/N=C/c2c[nH]c3ccccc23)c(C)o1	-3	0.6	14	98	-2	96	-6	-2	-15	102	-8

# Some of these compounds in order of molar mass, largest number first.
SMILES	Bcl-XL Bim block	ABCB1 block	ABCG2 inh	RGS8-Gao	Bim-Mcl-1	RGS4-Gao reg	Bcl-B Bim block	Bim-Bcl-W	Bim-Bfl-1	RGS7-Gao reg	Bcl-2 Bim block
Cc1ccc(S(=O)(=O)C2(C(=O)N3CCN(c4cc(C)ccc4C)CC3)CC2)cc1	-3	0.8	1	101	-3	100	-7	-5	-6	102	-4
O=C(O)c1ccccc1OCc1ccccc1Br	-2	-0.4	-1	100	2	99	1	0	-4	98	0
Cc1cc(C(=O)N/N=C/c2c[nH]c3ccccc23)c(C)o1	-3	0.6	14	98	-2	96	-6	-2	-15	102	-8

# (cont.)
SMILES	Bcl-XL Bim block	ABCB1 block	ABCG2 inh	RGS8-Gao	Bim-Mcl-1	RGS4-Gao reg	Bcl-B Bim block	Bim-Bcl-W	Bim-Bfl-1	RGS7-Gao reg	Bcl-2 Bim block
CC1(C)CC(=O)C(C=NCCN2CCN(C(=O)c3ccccc3)CC2)=C(O)C1	-3	0.7	1	100	0	104	-6	0	-10	107	-8
CCCC1(C(=O)O)NC(c2ccccc2O)C2C(=O)N(c3cccc(Cl)c3)C(=O)C21 (stereo unspecified)	-5	0.1	1	101	-1	102	-6	1	-12	99	-8
CCNc1nc(N)nc(Oc2ccc(OCC)nn2)n1	-5	0.3	16	101	-1	102	-8	0	-12	102	-5
COC(=O)COc1ccc(Oc2nc(SC)nc(N(C)C)n2)nn1	-2	0.3	1	98	-2	96	1	1	-1	93	1
O=C(Nc1cccc(NC(=O)C2CC2)n1)C1CC1	-6	0.1	1	97	-3	96	-1	-2	-3	95	-1
CCCS(=O)(=O)n1nc(-c2ccccc2)cc1N	-3	0.6	2	105	0	96	-1	-4	-3	99	-1
Cc1ccc(CNC(=O)c2ccccc2CCc2ccccc2)cc1	-2	1.0	14	99	0	98	-10	-2	-10	101	-8
CC(=O)NCCCNS(=O)(=O)c1ccc(C)cc1	-3	1.2	9	115	-1	119	-7	0	-2	126	-3
Cc1cccc(C)c1NC(=O)CCCSc1nnc(N)s1	-4	0.3	4	102	1	102	-8	-2	-6	?	-3
CCCCN=C1NC(=O)C(CC(=O)Nc2ccc(Cl)cc2)S1 (stereo unspecified)	-1	-0.3	0	94	0	99	0	-4	-1	96	2
COP(=O)(OC)c1nc(-c2ccccc2)oc1N1CCOCC1	-6	0.2	13	101	-2	92	-4	0	-11	93	-4
COC(=O)Nc1ccc(S(=O)(=O)N(CCO)CC(F)(F)C(F)F)cc1	-2	0.1	0	104	-3	100	-1	-1	-1	98	-2
O=C(N/N=C/c1ccccc1Br)c1ccc(CSc2cccc3cccnc23)cc1	4	4.5	16	99	3	96	-10	5	-8	99	-6
O=C(Nc1ccc([N+](=O)[O-])cc1)Nc1nc(-c2ccc(Cl)s2)cs1	-7	-1.4	-10	102	-4	99	-8	-5	-13	100	-8
Cc1ccc(NC(=O)CCn2ccc([N+](=O)[O-])n2)nc1	-4	-0.1	0	99	-1	100	-6	-1	0	98	0
COc1cccc(-n2c(SCC(=O)O)nnc2-c2cccnc2)c1	3	0.2	0	101	4	100	0	0	-3	97	0
CN(C)CCC(=O)N1c2ccccc2Sc2ccc(Cl)cc21	-3	0.3	1	100	-1	93	-5	-4	-8	93	-5
O=C(NC1CCS(=O)(=O)C1)/C(=C/c1ccc(Cl)cc1)NC(=O)c1ccccc1 (stereo unspecified)	-7	0.7	4	107	-5	110	-8	-1	0	109	-1
Cc1ccc(OCCCCn2ccnc2C)c(C)c1	-3	0.7	1	102	-1	104	0	-1	-6	?	-1
CC(=O)c1cccc(N/C=C\c2nnnn2-c2ccc(F)cc2)c1	0	-0.2	0	102	0	105	-6	0	4	100	2
Cn1c(=O)c2ncn(CC(=O)N/N=C/c3ccco3)c2n(C)c1=O	-8	0.1	0	100	-3	104	-8	-1	-15	98	-4
Cc1ccc(NC(=O)c2cc(S(=O)(=O)N3CCC4(CC3)OCCO4)ccc2F)cc1	-2	0.9	4	104	0	92	-6	1	-13	104	-11
COc1ccc2oc(=O)c(-c3cn4ccc(C)cc4n3)cc2c1	0	-0.1	0	102	2	98	-1	6	-2	92	1
c1ccc(Oc2nc3ccccc3n3cccc23)cc1	-3	5.6	9	97	-2	97	-4	2	-13	94	-15
c1ccc(OCCCc2nc(-c3cccnc3)no2)cc1	0	0.3	1	109	-2	107	-5	0	-2	105	-2
CCCCNC(=O)CNC(=S)N(Cc1ccccc1F)C1CCCCC1	0	1.0	2	106	1	104	-6	-3	-4	103	0
COc1ccccc1N1CCN(C(=O)c2ccc(N3CCCC3=O)cc2)CC1	-12	3.7	36	102	-4	102	-11	-8	-26	101	-14
O=c1cc(O)nc(-c2ccccc2)s1	-1	-0.2	0	97	0	94	-8	-1	0	?	3
C=CCN1CCN(C(CCC)c2nnnn2Cc2ccco2)CC1 (stereo unspecified)	2	0.1	5	103	1	101	-4	2	-3	100	-4
CC(C)CCNC(=O)C1CCCCN1S(=O)(=O)c1ccc(F)cc1 (stereo unspecified)	-2	0.0	0	99	-5	104	-4	0	-1	102	-2
CC(=O)Nc1cccc2c1C(=O)N(c1cccc(C)c1)C2=O	0	5.8	47	78	0	95	-2	-1	3	93	-1
O=[N+]([O-])c1cc(S(=O)(=O)Nc2ccc(Cl)cc2)ccc1N/N=C/c1ccncc1	-3	0.0	3	101	-2	100	-4	-1	-3	101	-2
CN(Cc1cccc(F)c1)CC(O)COCc1ccccc1Cl (stereo unspecified)	-1	-0.2	0	100	0	99	-1	-6	-5	100	-2
Cc1cc(=O)[nH]c(SCC(=O)/C=C2\N(C)c3ccccc3C2(C)C)n1	-3	0.4	4	103	2	102	-1	0	1	101	0
COc1ccc(NS(=O)(=O)c2cccc3nsnc23)cc1OC	-3	0.6	1	100	0	100	-1	0	-4	103	-7
COc1ccc(CCNC(=O)Cn2cnc3c(cnn3-c3ccccc3Cl)c2=O)cc1OC	-2	-0.1	0	84	0	101	-5	-1	-8	97	-6
Cc1ccccc1-c1noc(C23CC4CC(CC(C4)C2)C3)n1	-3	0.6	2	93	0	86	0	0	-1	99	0
O=C(c1ccco1)N1CCN(C(=O)C2CCCO2)CC1 (stereo unspecified)	-4	0.1	6	102	1	103	-4	-1	-14	102	-10
O=C(c1ccco1)N1CCN(C(=O)c2nn3cccnc3c2Cl)CC1	0	-0.2	0	100	0	99	1	0	-2	98	0
CCN(CC)S(=O)(=O)c1ccc(Cl)c(NC(=O)COC(=O)c2cccn2C)c1	-2	1.2	12	100	0	100	-3	-2	-5	?	-3
CN(C)CCCNC(=S)N(Cc1cccs1)Cc1cc2cc3c(cc2[nH]c1=O)OCCO3	-2	-0.5	0	98	-8	102	-7	-2	0	101	0
Cc1[nH]c2ccccc2c1/C=C/C(=O)c1ccccc1	-2	0.7	3	103	2	102	-12	-4	-12	101	-17
Cc1cc(C)c2nc(SCC(=O)NNC(=O)c3ccco3)c(C)cc2c1	0	0.3	1	102	1	97	0	-2	0	97	2
COc1cc(C(=O)N/N=C(\C)Cn2nc([N+](=O)[O-])cc2C)ccc1O	-6	-0.6	-3	98	-1	98	-5	-6	-10	96	-4
CC1CC(C)CN(CCC(=O)Nc2cccc(Cl)c2)C1 (stereo unspecified)	-4	-0.7	-1	102	-1	101	-7	-2	-14	102	-7
O=C(Nc1ccccc1O)c1ccccc1O	-1	0.4	1	103	-1	98	-2	-4	0	93	0
COC(=O)c1c(C)[nH]c(C(=O)/C=C/c2ccc(Cl)cc2)c1C	-9	0.4	3	100	-3	101	-8	-5	-9	97	-9
Cc1nn(Cc2ccccc2)c(C)c1NC(=O)CCC(=O)O	0	0.3	0	107	1	104	-2	6	-5	110	0
CC1CC(C)CN(C(=O)c2cc(-c3ccccn3)nc3ccccc23)C1 (stereo unspecified)	-13	1.5	2	105	1	101	-7	2	-11	100	-7
Cc1cc(N)n(-c2ccc([N+](=O)[O-])cc2)n1	-2	1.1	7	97	0	97	-5	-3	-10	?	-3
CNCCCNCc1ccc(SC)cc1	-10	-0.9	6	99	-4	101	-8	1	-16	102	-11
